# Pin1 inh: blocks the human prolyl isomerase Pin1. Q13526. Pin1 FP peptide displacement, HiFluor488, 10 min. Potency, µM (highest dose often 115 µM), for inactives: top-dose activity, negative = inhibition, actives largely listed as inhibitors. hit rate 0.009% among 390,000; active = well fitted inhibition curve with a large enough effect in the polarisation, with a control signal flat, not every such curve was filed as active; inconclusive = small, poorly fitted or top-dose-only effect, or effect the other way, or a change in a side signal; inactive = no such curve, though single readings can be large or run the other way; the % refers to the polarisation; note: % is set by controls: 0 for no effect and ±100 for the full control effect
# Target sequence (Q13526 whole entry, looked up): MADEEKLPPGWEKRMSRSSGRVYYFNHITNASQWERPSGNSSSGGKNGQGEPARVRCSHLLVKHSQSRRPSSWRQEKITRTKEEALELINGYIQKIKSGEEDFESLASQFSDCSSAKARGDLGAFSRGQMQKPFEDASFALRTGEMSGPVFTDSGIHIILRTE
# TrxR1 inh: rat TrxR1 inhibition; recombinant rTrxR1, NADPH fluorescence consumption, selenite substrate; Potency, µM (titrated, usually from 114 µM), without a hit: top-dose activity change, negative = inhibition, actives largely listed as inhibitors; hit rate 1% among 390,000; AID 588453; note: % is set by controls: 0 for no effect and ±100 for the full control effect; nearly all actives have a fitted effect of over 65% in size
# Target sequence (O89049 whole entry, looked up): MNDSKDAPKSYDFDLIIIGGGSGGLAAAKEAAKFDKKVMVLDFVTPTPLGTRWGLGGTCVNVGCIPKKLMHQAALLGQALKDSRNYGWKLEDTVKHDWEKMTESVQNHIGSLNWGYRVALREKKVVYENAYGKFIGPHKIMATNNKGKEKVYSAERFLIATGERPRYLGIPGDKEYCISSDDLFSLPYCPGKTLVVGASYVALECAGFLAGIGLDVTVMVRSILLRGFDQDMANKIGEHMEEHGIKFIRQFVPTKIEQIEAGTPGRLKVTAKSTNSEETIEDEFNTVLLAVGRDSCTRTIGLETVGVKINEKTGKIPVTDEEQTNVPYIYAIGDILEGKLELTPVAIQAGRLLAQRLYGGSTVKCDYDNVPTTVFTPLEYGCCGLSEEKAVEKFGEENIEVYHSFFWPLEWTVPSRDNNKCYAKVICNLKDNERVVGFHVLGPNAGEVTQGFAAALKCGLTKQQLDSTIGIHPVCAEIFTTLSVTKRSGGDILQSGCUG
#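 Rat TrxR1 (90 nM in the dispensed reagent) was pre-reduced with 400 uM NADPH for 5 min at room temperature, then incubated with compound for 15 min. After 400 uM selenite was added, NADPH fluorescence (Ex 340/Em 450 nm) was followed for 8 min.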
# GLS inh: blocks human kidney-isoform glutaminase activity; O94925; GLS enzymatic activity, qHTS titration; Potency, µM (top dose mostly 45.5 µM), inactives show top-dose activity change, negative = inhibition, hits mostly inhibitors; hit rate 0.21% among 410,000; note: % is set by controls: 0 for no effect and ±100 for the full control effect
#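 hKGA in 45 mM KH2PO4 pH 8.2, 0.02% Tween-20 with pin-transferred compounds; 1 mM L-glutamine (stock) plus glutamate oxidase/HRP/Amplex Red coupling added. Fluorescence read initially and after 30 min at RT.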
# PGK inhibitor: T. brucei PGK inhibition. hit rate 0.043% among 380,000. Potency, µM (top dose mostly 57.5 µM), for the others: at the highest dose activity change, negative = inhibition, usual class: inhibitors. AID 602233. P07378. PGK/GAPDH coupled, Kinase-Glo luminescence, 60 min; note: % is set by controls: 0 for no effect and ±100 for the full control effect; nearly all actives have a fitted effect of over 60% in size
#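 Recombinant glycosomal PGK reaction used 1,3-bisphosphoglycerate generated in-well by GAPDH (100nM final) in 100mM TEA pH 7.6, 5mM MgCl2, 0.01% Tween-20. After 60 minutes at room temperature, ATP was read by Kinase-Glo Plus luminescence end-point.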
# JMJD2A Tudor: blocks the human JMJD2A Tudor domain; AlphaScreen JMJD2A-Tudor / H3K4me3 peptide binding; O75164; hit rate 4.4% among 390,000; Potency, µM (doses to about 114 µM), for the others: at the top dose activity change, negative = inhibition, most hits filed as inhibitors; AID 504339; note: % is set by controls: 0 for no effect and ±100 for the full control effect; nearly all actives have a fitted effect of over 50% in size
# RGS4 inhibitor: blocks human RGS4-accelerated GTP hydrolysis; P49798; Transcreener GDP fluorescence polarization, RGS4-accelerated GTP hydrolysis; Potency, µM (doses to about 114 µM), for the others: at the highest dose activity change, negative = inhibition, hits mostly inhibitors; hit rate 0.039% among 390,000; AID 504845; note: % is set by controls: 0 for no effect and ±100 for the full control effect; nearly all actives have a fitted effect of over 75% in size; some results filed as inactive show a strong effect at the top dose
# Target sequence (P49798 whole entry, looked up): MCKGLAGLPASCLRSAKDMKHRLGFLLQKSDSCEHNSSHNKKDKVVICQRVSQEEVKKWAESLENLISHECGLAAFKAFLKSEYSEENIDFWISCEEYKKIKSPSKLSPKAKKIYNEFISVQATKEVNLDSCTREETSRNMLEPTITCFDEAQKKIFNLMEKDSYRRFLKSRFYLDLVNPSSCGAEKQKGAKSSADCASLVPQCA
#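 MLSMR compounds (23 nl, pin-transferred) preincubated 10 min at room temperature with a 500nM (2x) first reagent, then RGS4 at 900nM (2x) plus Transcreener GDP mix added; fluorescence polarization (620/688 nm) read before and after 90 min at 30 °C.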
# ERG-DNA inh: inhibitors of human ERG Ets domain-DNA interaction; P11308; fluorescence polarization, His-ERG Ets domain / labelled DNA; Potency, µM (doses to about 76.9 µM), for inactives: at the highest dose FP activity, negative = inhibition, most hits filed as inhibitors; hit rate 0.028% among 370,000; active = well fitted inhibition curve with a large enough effect in the polarisation, with a control signal flat; inconclusive = small, poorly fitted or top-dose-only effect, or effect the other way, or a change in a side signal; inactive = no such curve, though single readings can be large or run the other way; the % refers to the polarisation;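 note: polarization taken with two DNA probes labelled with fluorescein and Texas red; % of control where 0% means no effect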
#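 His-tagged ERG Ets domain (1 uM in the protein solution; 300mM KCl, 50mM Tris-HCl, 1mM EDTA, 1mM DTT, pH 7.5) received compound, then a probe mix of 5 nM fluorescein-DNA and 100nM Texas-615-DNA. Fluorescence polarization was read for both dyes.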
# HP1b chromo inh: HP1-beta chromodomain-methylated histone interaction inhibition | P83916 | AlphaScreen HP1-beta / biotin-H3K9me3 peptide binding | Potency, µM (titrated, usually from 114 µM), inactives show top-dose activity change, negative = inhibition, hits mostly inhibitors | hit rate 0.56% among 390,000 | AID 540317; note: nearly all actives have a fitted effect of over 70% in size; inactives centre near 23
# Target sequence (P83916 whole entry, looked up): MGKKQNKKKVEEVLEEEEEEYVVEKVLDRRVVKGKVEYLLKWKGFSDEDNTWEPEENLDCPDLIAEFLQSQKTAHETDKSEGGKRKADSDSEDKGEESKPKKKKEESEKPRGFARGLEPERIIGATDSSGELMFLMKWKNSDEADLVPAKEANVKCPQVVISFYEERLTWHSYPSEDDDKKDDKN
#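 HP1-beta protein (50 nM final) preincubated 30 min at room temperature with biotinylated H3(1-18)K9me3 peptide (50 nM) in PBS pH 7.4, 0.01% Tween-20, then compound added for 30 min. AlphaScreen streptavidin donor/nickel chelate acceptor beads (10 ug/mL final), 30 min dark, luminescence read.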
# 12-LOX inh: inhibitors of human 12S-lipoxygenase ALOX12 | Potency, µM (series often up to 108 µM), for inactives: at the highest dose activity change, negative = inhibition, most hits filed as inhibitors | P18054 | purified 12hLO, xylenol orange hydroperoxide absorbance | hit rate 1.1% among 580,000; note: % is set by controls: 0 for no effect and ±100 for the full control effect
#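 Purified human 12hLO (150 nM final) in 25 mM Hepes, 0.01% Triton X-100, pH 7.0 was preincubated 15 min at room temperature with compound. Then 40 uM arachidonic acid was added, 30 min. Hydroperoxide was read by Fe-XO absorbance ratio 573/405 nm.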
# Numbers without * were called inactive; i = inactive; ? = inconclusive; . = no result given; [ ] = dose if it differs, or a comment. Unless noted, calls come from the whole dose curve; as a rule, active = well fitted curve in the direction sought with a large enough effect; inconclusive = small, poorly fitted or top-dose-only effect, or another doubt; inactive = no such curve, though single readings can be large; an effect the other way counts as inactive or inconclusive. Potency is the fitted concentration of half-maximal effect.
12-LOX inh	RGS4 inhibitor	ERG-DNA inh	Pin1 inh	PGK inhibitor	HP1b chromo inh	TrxR1 inh	GLS inh	JMJD2A Tudor	canonical_smiles
-6%	?	-1%	-4%	-7%	?	14%	8%	?	C=CC[C@H]1C=C[C@@H](C(C(=O)OC)C(=O)OC)CN1C(C)=O
.	-11%	5%	-2%	-10%	2%	-73%	21%	?	C=CCN1c2ccccc2[C@]23C[C@@H](C(=O)OC)N(C(=O)c4cc(C)oc4C)C2=NC(C(=O)OC)=C(C(=O)OC)[C@H]13
2%	-13%	-1%	-14%	-3%	-6%	22%[57.1 µM]	-20%	-15%	OCCCc1nc2n(n1)C(c1cccc(Cl)c1)C=C(c1ccccc1)N2 (centres undefined)
?	-19%	-6%	?	-14%	31%	3%[57.1 µM]	0%	-20%	COc1ccc(/C=C2\Oc3cc(OCC(=O)N4CCC[C@H]4C(=O)O)ccc3C2=O)c(OC)c1OC
-25%	-14%	-1%	-1%	-1%	11%	-11%	-8%	-22%	CCN(CC)S(=O)(=O)c1ccc(/C=C/C(=O)OCC(=O)Nc2cccc3ccccc23)cc1
0%	-1%	-9%	2%	6%	86%[activator]	25%	7%	59%[activator]	Cc1cc(OCc2cc(C(=O)N(C)CCOc3ccccc3)no2)cc(C)c1Cl
-23%	1%	.	6%	-7%	23%	12%	-6%	-6%	CC(C)NC(=O)CN(CCc1ccccc1)S(C)(=O)=O
-8%	0%	1%	4%	-1%	5%	0%	-2%	-33%	Nc1c(C(=O)c2ccccc2)oc2ccc([N+](=O)[O-])cc12
?	-4%	3%	6%	.	-1%	34%	4%	?	Cc1ccc(-c2nnc(-c3ccc(NC(=O)Cc4cccs4)cc3)o2)cc1
-24%	45%	-1%	3%	i	22%	18%[57.1 µM]	5%	-1%	CCCCNC(=O)CSc1nc2cc3c(cc2c(=O)n1CCCC(=O)NCc1ccc2c(c1)OCO2)OCO3
-16%	-1%	3%	1%	-8%	10%	18%	5%	-31%	NCCSc1c(-c2ccc(Cl)cc2)[nH]c2ccccc12
0%	-9%	-7%	-4%	-21%	38%	16%[57.1 µM]	-7%	1%	CCOC(=O)c1ccc(NC(=S)N2CCN(CCO)CC2)cc1
1%	20%	0%	-8%	-12%	15%	-10%	-5%	-17%	Cc1cccc(C(=O)Nc2ccc3ccccc3c2)c1
0%	5%	4%	-7%	-6%	34%	-4%	-16%	14%	CCN(CC(=O)NCc1cccs1)c1nnnn1-c1ccccc1
-13%	-3%	-8%	0%	5%	24%	6%[57.1 µM]	-2%	-1%	OC(CCCC(O)c1ccccc1)c1ccccc1 (centres undefined)
0%	-29%	-1%	?	8%	39%	-13%[57.1 µM]	-8%	-25%	O=C1N=C(N2CCCC2)S/C1=C\c1cccc(Br)c1
31%[activator]	-1%	5%	2%	-5%	18%	-2%[57.1 µM]	3%	-14%	CC1CN(C(=O)CCC(=O)NCCc2ccccc2)c2ccccc2O1 (centres undefined)
12%	5%	-9%	3%	1%	21%	7%[57.1 µM]	0%	-6%	CCOC(=O)C1(C(=O)OCC)NC(=O)CC1CC (centres undefined)
0%	7%	-1%	2%	-11%	32%	-13%	3%	-9%	COC(=O)c1ccc(N2C(=O)CC(N3CCOCC3)C2=O)cc1 (centres undefined)
2%	-3%	-10%	-1%	i	30%	17%	?	-17%	CCc1ccc(NC(=O)CCc2nnc3ccc(N4CCC5(CC4)OCCO5)nn23)cc1
?	-5%[11.4 µM]	-3%	?	-5%	7%	-21%	-4%	?	CC(=O)C1C(=O)c2c(cccc2[N+](=O)[O-])C1=Nc1ccc(S(N)(=O)=O)cc1 (centres undefined)
-24%	3%	-3%	4%	-3%	54%[activator]	12%	-2%	5%	Cc1ccccc1NS(=O)(=O)c1ccc2c3c(cccc13)C(=O)N2C
?	-15%	0%	-6%	-9%	95%[activator]	-5%	19%	-21%	C[C@H](CO)N1C[C@H](C)[C@@H](CN(C)S(C)(=O)=O)Oc2ccc(NC(=O)Nc3ccc4c(c3)OCO4)cc2C1=O
9%	-8%	-8%	-5%	-12%	16%	10%	1%	-5%	CSc1ccccc1C(=O)Nc1ccc(C)c(C)c1
?	-17%	-2%	3%	-4%	25%	?	9%	-12%	NS(=O)(=O)c1ccc(NC(=S)Nc2ccc(Br)c(Cl)c2)cc1
0%	2%	0%	-7%	-6%	33%	6%	0%	-7%	CC1(C(=O)OCC(=O)NCCNC(=O)COC(=O)C2(C)CC2(Cl)Cl)CC1(Cl)Cl (centres undefined)
-22%	14%	3%	-1%	-6%	6%	22%	0%	-17%	CC1=CC(C)C(/C=N/N=C(N)N)C(C)C1 (centres undefined)
-1%	-9%	-2%	3%	i	40%[activator]	14%[57.1 µM]	3%	-3%	Cc1ccc(S(=O)(=O)N(C)CCCC(=O)NC(C)(C)C)cc1
-11%	-1%	2%	2%	-9%	38%	10%	-4%	-5%	COc1ccc(CCNC(=O)CCCCn2c(=O)c3ccccc3n(Cc3ccccc3)c2=O)cc1OC
-31%	-6%	.	-2%	-11%	24%	-22%	33%[activator]	-17%	COc1cc(/C=N/NC(=S)Nc2cccc(S(=O)(=O)N(C)C)c2)cc(OC)c1O

# 2 of the compounds above, with tabs.
molecule	12-LOX inh	RGS4 inhibitor	ERG-DNA inh	Pin1 inh	PGK inhibitor	HP1b chromo inh	TrxR1 inh	GLS inh	JMJD2A Tudor
CC1=CC(C)C(/C=N/N=C(N)N)C(C)C1 (centres undefined)	-22%	14%	3%	-1%	-6%	6%	22%	0%	-17%
Cc1ccc(S(=O)(=O)N(C)CCCC(=O)NC(C)(C)C)cc1	-1%	-9%	-2%	3%	i	40%[activator]	14%[57.1 µM]	3%	-3%

# Later entries.
12-LOX inh	RGS4 inhibitor	ERG-DNA inh	Pin1 inh	PGK inhibitor	HP1b chromo inh	TrxR1 inh	GLS inh	JMJD2A Tudor	canonical_smiles
1%	7%	6%	5%	0%	23%	4%	6%	-1%	CCOC(=O)c1ccc(NC(=O)CSc2nnc(NC(=O)c3ccc(S(=O)(=O)N4CCOCC4)cc3)s2)cc1
0%	-32%	3%	-4%	-5%	33%	-16%	16%	2%	O=C(NC(=S)NNC(=O)c1cccs1)c1ccco1
-18%	-44%	11%	0%	2%	33%[activator]	-12%[11.4 µM]	20%	-10%	CN(C)c1nc(N)c(C#N)c(C#N)c1C#N
-2%	-33%[11.4 µM]	0%	-5%	-8%	-9%	5%[57.1 µM]	?	25µM*	CCOc1ccc(/C=C/C(=O)Nc2ccc(N3CCOCC3)cc2)cc1
-10%	-5%	-5%	19%	-4%	23%	13%	-4%	-18%	COc1ccc(/C=C/C(=O)Oc2cccc(/C=N/NC(=O)Cc3ccc(Br)cc3)c2)cc1
-2%	7%	-2%	-5%	1%	-14%	-5%[57.1 µM]	6%	1%	O=C(NCc1ccc2c(c1)OCO2)C1CCCN1C(=O)Nc1ccc(Cl)cc1 (centres undefined)
20%	-21%	-6%	-11%	i	25%	9%	-10%	-4%	CCOc1ccc(S(=O)(=O)N2CCC(C(=O)N3CCN(C)CC3)CC2)cc1Cl
5%	11%	-8%	6%	-3%	34%	14%	6%	-4%	COc1ccc(-c2nnc(SCC(=O)N/N=C/c3ccccc3C(=O)O)n2-c2ccccc2)cc1
15%	-9%	0%	-11%	-10%	-14%	23%	-5%	-12%	CN(C(=O)CCNC(=O)Cn1ccc2ccccc2c1=O)c1ccc(Br)cc1
0%	-25%	-1%	32%[activator]	4%	46%[activator]	7%	7%	-14%	COC(=O)c1sccc1NC(=O)Cn1nnc(-c2ccc(C)cc2)n1
-18%	19%	0%	-10%	5%	30%	-6%	14%	-12%	Cc1ccc(OCc2cc(=O)n3c4c(sc3n2)CCCC4)cc1C
-9%	1%	0%	1%	i	56%[activator]	10%[57.1 µM]	11%	?	c1ccc(C2=Nn3c(nnc3-c3n[nH]c4c3CCC4)SC2)cc1
?	-2%	-10%	4%	-1%	27%	2%[57.1 µM]	1%	-24%	O=C(C[C@H]1C/C=C\C[C@H](NC(=O)OCC2c3ccccc3-c3ccccc32)C(=O)OC[C@H](Cc2ccccc2)NC1=O)N[C@H](CO)Cc1ccccc1
5%	29%	-3%	-4%	i	34%	0%	-14%	-14%	CCn1c(SCC(=O)Nc2nc(C)cs2)nnc1-c1ccco1
35µM*	-20%	13%	23%	-2%	21%	-3%	0%	-35%	CSc1nnc(C)c(/C=C/Nc2ccc(F)cc2F)n1
-9%	25%	1%	-1%	-1%	-8%	6%[57.1 µM]	4%	-28%	CN1CCN(c2nc(-c3ccccc3)ncc2S(=O)(=O)c2ccccc2)CC1
8%	0%	-3%	-10%	4%	5%	0%	-23%	-20%	CCOC(=O)C1=C(c2ccccc2)Nc2ncnn2C1c1ccc(O)cc1 (centres undefined)
0%	-17%	-2%	6%	-1%	24%	-8%	-16%	-31%	O=C(c1ccco1)N1CCN(S(=O)(=O)c2cccc(C(F)(F)F)c2)CC1
-1%	-11%	2%	12%	-5%	14%	7%[57.1 µM]	5%	-9%	Cc1ccc2nc(SCC(=O)NCC3CCCO3)c(C#N)cc2c1 (centres undefined)
?	0%	.	-3%	3%	50%[activator]	-8%	11%	20%	Cc1ccc(/C=C/C(=O)N2CCC(Cc3ccccc3)CC2)cc1
-20%	14%	0%	-3%	8%	27%	1%	8%	-4%	Cc1ccc(NC(=O)CN2C(=O)CCSc3ccccc32)c(C)c1
14%[57.4 µM]	-24%	3%	1%	-10%	37%	-15%	-7%	-15%	CC1CN(C)C(C)CC1NCc1ccc2c(c1)OCO2 (centres undefined)

# Screening data deposited in PubChem BioAssay by National Center for Advancing Translational Sciences (NCATS).

# This is a subset, so the mix of outcomes need not match the whole.
